Rev-erbA mod: modulators of human Rev-erb alpha DNA binding; P20393; activity, % at 10 µM; Rev-erbα–FITC-DNA binding, fluorescence polarization, 90 min; hit rate 0.79% among 370,000;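 active = activity above about 14%, limit read from the data; passing the limit was not always enough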;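 also: 0% = DMSO wells with 35 nM protein and 100% = DMSO wells with 750 nM protein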
Target sequence (P20393 whole entry, looked up): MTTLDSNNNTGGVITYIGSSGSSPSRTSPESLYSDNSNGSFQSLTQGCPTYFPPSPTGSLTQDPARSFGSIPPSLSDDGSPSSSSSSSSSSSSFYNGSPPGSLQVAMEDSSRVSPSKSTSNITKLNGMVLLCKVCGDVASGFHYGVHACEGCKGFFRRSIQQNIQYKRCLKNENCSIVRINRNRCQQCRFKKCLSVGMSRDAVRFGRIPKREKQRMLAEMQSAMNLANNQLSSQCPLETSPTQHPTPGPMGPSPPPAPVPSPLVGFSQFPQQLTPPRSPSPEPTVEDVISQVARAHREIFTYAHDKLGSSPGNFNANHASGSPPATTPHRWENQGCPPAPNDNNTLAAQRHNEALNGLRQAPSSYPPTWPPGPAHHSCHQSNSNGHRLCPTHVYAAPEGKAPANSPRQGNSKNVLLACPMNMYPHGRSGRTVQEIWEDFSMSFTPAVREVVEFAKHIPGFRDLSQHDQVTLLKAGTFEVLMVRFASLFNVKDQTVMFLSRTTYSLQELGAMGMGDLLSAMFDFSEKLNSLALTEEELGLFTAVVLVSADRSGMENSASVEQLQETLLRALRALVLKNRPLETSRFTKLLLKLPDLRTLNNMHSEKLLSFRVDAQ
mABHD4 FP: inhibits mouse alpha/beta hydrolase domain 4; purified mABHD4, FP-Rh probe fluorescence polarization; inhibition, % at 8.92 µM; hit rate 0.54% among 370,000; AID 720543;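 active = inhibition exceeding the mean over every tested compound plus 3 SD, cut at about 30% in these data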;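 also: 0% = plate median of compound wells and 100% = S159A mutant with DMSO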
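Doses – 8.92 µM, single dose · Material – wild-type mouse ABHD4 protein · Replication – single well per compound (singlicate) · Measure – percent inhibition of probe binding, normalized to plate controls · Schedule – 45 min compound pre-incubation plus 60 min probe step, 25 °C · Detection – fluorescence polarization with parallel and perpendicular emission, 525/598 nm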
PRMT1 inh: blocks human protein arginine methyltransferase 1; Q99873; recombinant PRMT1, activity-based probe fluorescence polarization; inhibition, % at 2.79 µM; hit rate 1.3% among 370,000;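 active = inhibition above about 21% made by adding two undisclosed values, limit read from the data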
Target sequence (Q99873 whole entry, looked up): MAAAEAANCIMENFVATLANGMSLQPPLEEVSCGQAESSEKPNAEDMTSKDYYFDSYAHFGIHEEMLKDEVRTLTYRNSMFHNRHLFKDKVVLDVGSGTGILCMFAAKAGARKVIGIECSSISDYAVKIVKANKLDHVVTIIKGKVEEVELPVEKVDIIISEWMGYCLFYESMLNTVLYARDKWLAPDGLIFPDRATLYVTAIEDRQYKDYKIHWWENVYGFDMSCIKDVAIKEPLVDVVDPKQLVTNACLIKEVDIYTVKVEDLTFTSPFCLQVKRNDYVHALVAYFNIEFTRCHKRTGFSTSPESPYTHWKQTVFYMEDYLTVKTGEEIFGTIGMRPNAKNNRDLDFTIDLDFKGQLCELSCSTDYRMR
HTRA1 inhibitor: blocks human HTRA1 serine peptidase; Q92743; recombinant HTRA1, FP-rhodamine activity-based probe, fluorescence polarization; inhibition, % at 5.96 µM; hit rate 0.5% among 340,000; in the data active = inhibition above about 36%;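 also: 0% = enzyme with DMSO and 100% = wells lacking enzyme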
UHRF1 binding: UHRF1 methyl-DNA binding inhibition; Q96T88; UHRF1 binding to methylated oligo, TR-FRET; inhibition, % at 4.4 µM; hit rate 0.75% among 370,000; in the data active = inhibition above about 21%;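 also: UHRF1 SRA domain binding a hemimethylated CpG hairpin DNA probe; 0% = median of test compound wells and 100% = reference inhibitor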
PG9 binder: small molecules binding HIV-1 gp120 antibody PG9; hit rate 0.43% among 360,000; inhibition, % at 6.7 µM; AID 624416; TR-FRET gp120-PG9 antibody binding; in the data active = inhibition above about 8.5%
MBD2 DNA inh: inhibitors of human MBD2 binding to methylated oligonucleotide; Q9UBB5; TR-FRET; inhibition, % at 4.4 µM; hit rate 0.31% among 370,000; in the data active = inhibition above about 13%
LEDGF integ inh: blocks HIV-1 LEDGF/p75-dependent DNA integration; hit rate 0.64% among 370,000; TR-FRET IN-LEDGF/p75 DNA integration, Eu/Cy5; inhibition, % at 3.7 µM; AID 743269;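 active = inhibition above the screen-wide mean plus 3 SD, cut at about 13% in these data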;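 also: signal is the Cy5 over europium emission ratio at 671 and 618 nm; 0% = plate median of compound wells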
rCAG RNA binder: r(CAG) repeat RNA binding; TO-PRO-1 dye displacement fluorescence; inhibition, % at 3 µM; hit rate 1.3% among 370,000;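 active = inhibition above the plate cutoff, the mean of all test compounds on that plate plus 3 SD, cut at about 35% in these data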;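 also: 0% = DMSO alone and 100% = 100 µM mitoxantrone as full dye displacement; higher means more dye released from RNA so lower well fluorescence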
TCR-CD3 inh: human TCR-CD3 binding inhibition | TAMRA-labeled TCR probe fluorescence, biochemical | inhibition, % at 9.4 µM | hit rate 0.37% among 360,000; in the data active = inhibition above about 19%;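 also: recombinant mutant TCR 2C K166C tagged with TAMRA read by polarization; 0% = receptor in buffer alone and 100% = receptor with positive control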
Starred values were filed as active, the others as inactive; nt = not tested or not shown; & = joins results of further samples. Not all compounds are listed; rates above refer to the full screens.

SMILES	Rev-erbA mod	mABHD4 FP	PRMT1 inh	HTRA1 inhibitor	UHRF1 binding	PG9 binder	MBD2 DNA inh	LEDGF integ inh	rCAG RNA binder	TCR-CD3 inh
Clc1ccc2nnc(Cl)n2n1	-1	-3	-2	1	1	-1.7	1	-1	0	2
COc1ccc(C(=O)N[C@H](C(=O)Nc2cccc(S(=O)(=O)N3CCOCC3)c2)C(C)C)cc1	1	2	1	-4	0	-0.8	-1	-2	3	-3
COc1ccc(C(C)=O)cc1COc1ccc(-n2cnnn2)cc1	-5	0	-3	-8	-3	-2.1	0	-1	-4	-3
CCN1CCCC1CNC(=O)c1ccc(N2CCOCC2)c(NS(=O)(=O)c2ccc(OC)cc2)c1 (configuration not stated)	-3	0	-7	10	-2	-0.8	3	2	-3	-1
Cc1cc(C)n2nc(CCCO)nc2n1	nt	-5	0	12	1	3.1	-5	-3	0	0
COc1ccccc1CN1CCN(S(=O)(=O)c2ccc(C)cc2)CC1	-9	2	0	-8	2	0.1	1	2	-8	6
COc1ccc(CCNC(=O)CCCc2nnc3n(C)c(=O)c4sccc4n23)cc1OC	-9	1	1	-7	10	-0.7	2	-1	-2	6
CC1CCCCN1C(=O)C1CCN(S(=O)(=O)c2ccc(-n3cnnn3)cc2)CC1 (configuration not stated)	-1	0	-6	3	0	-0.9	-4	0	1	7
CCOC(=O)C1(C(F)(F)F)N=C(c2cccnc2)OC(N2CCOCC2)=N1 (configuration not stated)	1	6	0	3	-2	-1.6	0	-1	-9	4
COc1ccc(C2/C=C\CN(S(=O)(=O)c3ccc(-c4ccccc4)cc3)CC(=O)N2Cc2ccc(F)cc2)cc1 (configuration not stated)	0	-3	-2	-24	-3	-1.3	3	-2	4	8
Cc1ccc(-c2nnn(CC(=O)N(Cc3cccs3)C(C(=O)NC3CCCCC3)c3ccco3)n2)o1 (configuration not stated)	2	-6	3	-3	7	0.5	4	0	4	-4
O=C(Cc1cccs1)Nc1cc(S(=O)(=O)N2CCCCC2)ccc1Cl	5	2	1	-20	1	-0.7	-6	4	0	5
CC(C)C[C@@H](CN1CCCC1CN1C(=S)NC[C@@H]1Cc1ccccc1)N1C[C@H](Cc2ccccc2)N(CC2CCCCCC2)C1=S (some centres not stated)	-1	26	-3	nt	3	-1.1	-1	5	5	-1
N#Cc1ccccc1OCC(=O)OCC(=O)c1ccc[nH]1	-3	-2	2	-6	0	-1.1	-1	2	2	4
COc1ccc(NS(=O)(=O)c2ccc(-c3cnc(C4CC4)o3)cc2)cc1OC	6	-4	-3	-2	3	-1.9	0	2	6	2
COc1ccc2c(c1)C(=O)N1[C@H]3c4cc(C)ccc4OC[C@@H]3[C@H](c3ccccc3)[C@]1(C)C(=O)N2	5	-45	2	-45	4	1.3	5	2	18	2
Cc1cc(C(=O)NCc2ccc(Cl)cc2)n(-c2ccccc2)n1	7	-5	4	-3	3	3.3	-6	-2	-4	-8
CCn1c(=O)c([N+](=O)[O-])c(NCC(O)c2ccccc2)c2ccccc21 (configuration not stated)	-7	-4	5	-7	2	0.6	4	2	3	-10
Cc1ccccc1OCc1nnc(SCC(=O)O)n1-c1cccc(Cl)c1	-2	-1	-2	-3	4	-0.8	5	2	25	3
CCOc1ccccc1Oc1cn[nH]c1-c1ccc(O)cc1O	-5	-16	3	-1	3	-0.3	8	3	5	2
OCc1c[nH]c2ccccc12	-1	9	2	3	-1	-0.9	-3	-1	13	8
O=C(c1ccc(NC2=NC3CS(=O)(=O)CC3S2)cc1)N1CCN(Cc2ccccc2)CC1 (configuration not stated)	0	-7	-2	1	3	-0.2	-5	6	4	-11
O=C1C2CC=CCC2C(=O)N1CC1CCCO1 (configuration not stated)	-3	1	0	13	1	-3.1	-6	3	0	-1
COc1ccc(CN2CCN(CCC(C)C)C(CCO)C2)cc1Cn1cccn1 (configuration not stated)	-2	0	-3	-3	4	0.5	-1	-1	-6	-3
COc1ccc(NC(=O)C2CSC3c4ccccc4C(=O)N23)cc1 (configuration not stated)	-7	6	1	-2	0	0.2	-5	0	1	4

Entries from the list above containing fluorine:
SMILES	Rev-erbA mod	mABHD4 FP	PRMT1 inh	HTRA1 inhibitor	UHRF1 binding	PG9 binder	MBD2 DNA inh	LEDGF integ inh	rCAG RNA binder	TCR-CD3 inh
CCOC(=O)C1(C(F)(F)F)N=C(c2cccnc2)OC(N2CCOCC2)=N1 (configuration not stated)	1	6	0	3	-2	-1.6	0	-1	-9	4
COc1ccc(C2/C=C\CN(S(=O)(=O)c3ccc(-c4ccccc4)cc3)CC(=O)N2Cc2ccc(F)cc2)cc1 (configuration not stated)	0	-3	-2	-24	-3	-1.3	3	-2	4	8

The results go on:
SMILES	Rev-erbA mod	mABHD4 FP	PRMT1 inh	HTRA1 inhibitor	UHRF1 binding	PG9 binder	MBD2 DNA inh	LEDGF integ inh	rCAG RNA binder	TCR-CD3 inh
CCCOC(=O)NC(CC)COC(=O)Nc1cc(C)ccc1C (configuration not stated)	-4	-2	-3	-3	-4	-1.0	0	-1	3	5
Cn1nccc1C(=O)Nc1ccn(C23CC4CC(CC(C4)C2)C3)n1	3	0	0	0	-2	-2.1	0	-1	-3	10
COC(=O)CNc1ccc2c(c1)OCO2	2	12	36*	9	1	-1.5	-5	-1	5	-3
N#Cc1ccccc1CN1C(=O)NC2(CCCCCC2)C1=O	3	-8	-1	1	3	0.0	1	2	-6	-6
COCCNC(=O)C1CC(c2cccc([N+](=O)[O-])c2)=NO1 (configuration not stated)	2	-1	-1	6	0	-1.7	0	1	0	0
Cc1ccc(Cn2ccc(=O)c(Cc3c(Cl)cccc3Cl)c2C)cc1	-2	-12	1	-15	1	1.8	-2	0	-7	10
CCOC(=O)C1=C(COC(=O)CSc2ccc(C)cc2C)NC(=O)NC1C (configuration not stated)	-3	1	-2	-6	-3	-0.5	-1	-1	-6	0
OC(c1ccccc1)c1ncc(-c2cccc(F)c2)[nH]1 (configuration not stated)	0	2	3	nt	1	0.1	3	-2	0	0
COc1ccc(-n2nc(C(=O)NCC(=O)Nc3ccc(F)cc3)c3ccccc3c2=O)cc1	39*	-3	0	-4	1	11*	-2	0	0	8
CC1=CS/C(=C(/C#N)C(=O)N2CCCCC2)N1c1ccccc1	4	-4	1	5	-1	1.2	3	-1	-1	5
O=C(O)c1cccc2c1C(=O)N(c1ccccc1)C2	-1	-6	-6	-1	0	0.3	0	6	-2	3
CCOc1ccc(N(CC(=O)NC2CCCC2)C(=O)Cn2nnc(-c3ccc(C)o3)n2)cc1	0	7	2	-9	1	-1.7	-2	0	-6	14
O=C(C1CCN(Cc2cc(Cl)ccc2O)CC1)N1CCN(Cc2ccccc2)CC1	5	4	2	-5	-2	-1.7	8	-1	-7	4
Cc1cc(C)c2cc(C(O)c3nnnn3Cc3ccccc3)c(=O)[nH]c2c1 (configuration not stated)	3	-3	-1	3	2	-1.6	-3	0	1	-1
COc1ccc(/C=C/C(=O)N2CCC(C(N)=O)CC2)cc1S(=O)(=O)N1CCOCC1	-1	-5	-5	2	0	-1.6	-3	6	-2	-2
COc1ccc(NC(=O)c2cc3c(CO)cnc(C)c3oc2=Nc2cccc(C)c2)c(OC)c1	-1	4	5	-4	2	-0.2	1	-9	3	1
Cc1cccc(NC(=O)CNC(=O)c2sc3ccccc3c2Cl)n1	7	12	3	-6	-1	12*	-8	-1	10	4
COc1cc(-c2c(-c3ccsc3)sc3ccccc23)cc(OC)c1OC	-5	-3	0	-21	1	0.9	0	-3	2	4
C=CC[n+]1cccc(-c2cc3ccc(C)cc3[nH]2)c1	-3	2	0	8	-8	-2.7	-10	-2	7	-2
O=C(c1ccc(F)c(F)c1)N1CCC2(CC1)NCCc1[nH]cnc12	3	-1	-4	1	5	-1.8	3	-1	0	-2
O=C1C(Cc2ccccc2)Nc2ncnc(N3CCOCC3)c2N1Cc1ccccc1 (configuration not stated)	-1&-6	-5&-9	2&8	4	0&0	0.3&-2.6	1&7	-1&0	8&6	-7&-2
CCN(CC(=O)Nc1c(F)cccc1F)C(=O)Cn1c(=O)cnc2ccccc21	6	0	3	-6	1	-1.7	4	-6	0	-9
CCOC(=O)C1CCCN(CCCc2ccccc2)C1 (configuration not stated)	2&-5	-5	4	0&11	0	1.0	5	-3	1	-6
COc1ccc2c3c(c(=O)oc2c1OCC(=O)O)CCCC3	-4	-3	-2	1	-3	-1.2	2	0	3	11
CN(NS(=O)(=O)c1cccs1)c1ncc(C(F)(F)F)cc1Cl	7	-3	-5	-7	-3	-1.8	-2	-1	-1	1

Overlap with the part before: 4 entries, followed by the next part.
SMILES	Rev-erbA mod	mABHD4 FP	PRMT1 inh	HTRA1 inhibitor	UHRF1 binding	PG9 binder	MBD2 DNA inh	LEDGF integ inh	rCAG RNA binder	TCR-CD3 inh
CCN(CC(=O)Nc1c(F)cccc1F)C(=O)Cn1c(=O)cnc2ccccc21	6	0	3	-6	1	-1.7	4	-6	0	-9
CCOC(=O)C1CCCN(CCCc2ccccc2)C1 (configuration not stated)	2&-5	-5	4	0&11	0	1.0	5	-3	1	-6
COc1ccc2c3c(c(=O)oc2c1OCC(=O)O)CCCC3	-4	-3	-2	1	-3	-1.2	2	0	3	11
CN(NS(=O)(=O)c1cccs1)c1ncc(C(F)(F)F)cc1Cl	7	-3	-5	-7	-3	-1.8	-2	-1	-1	1
COCC1CCN(C(=O)C2CCC(=O)N(Cc3cccc(F)c3)C2)CC1 (configuration not stated)	-1	6	-4	4	3	-1.6	-4	2	-5	5
C=CCN1C(=O)CSc2ccc(C(=O)NC(C)c3ccccc3)cc21 (configuration not stated)	-5	0	-2	-4	-2	-0.9	-2	6	-3	-1
O=C(C1CC1)N1CCc2cc(S(=O)(=O)N3CCCc4ccccc43)ccc21	7	12	-1	-2	-1	-0.7	0	1	-3	-2
CCOC(=O)c1[nH]c(C)c(CCC(=O)O)c1C	-4&-7	-4&-2	0&1	-7&7	0&0	1.1&1.4	-8&-6	-5&1	-2&-2	11&-7
CC(OC(=O)c1cnccn1)C(=O)Nc1nc(-c2cccc([N+](=O)[O-])c2)cs1 (configuration not stated)	9	3	4	1	1	-0.2	3	-3	6	-14
Cc1cc(C)n(-c2nnc(NC(C)(C)C)nn2)n1	-10	0	-2	3	-10	-2.3	-5	4	0	8
C=CCNC(=O)N1c2ccccc2Sc2ccccc21	2	0	-2	-3	-4	0.0	0	-8	0	8
COc1cc(C2NC(=O)NC(C)=C2C(=O)NCc2ccccc2)c(Cl)cc1O (configuration not stated)	1	-2	1	4	1	-2.4	0	1	1	-1
CCC(C)C(NC(=O)c1ccccc1NC(=O)c1ccc(OC)cc1)C(=O)NCCCn1ccnc1 (configuration not stated)	2	-5	-2	-6	-1	-0.4	1	-1	0	-2
CCOc1ccccc1C(=O)Nc1cc(C(=O)NCCc2ccccc2)ccc1Cl	-1	4	2	-9	0	0.6	-3	2	2	2
O=C(O)CCC(=O)CCC(=O)c1ccc(Cl)cc1	-2	-2	9	2	3	-1.3	-1	1	3	0
COc1ccc(CN2C(=O)CS/C2=N/N=C/c2ccccc2)cc1	-3	5	2	nt	0	-0.1	5	-2	-2	-1
CC1(c2ccccc2)O[C@@H]2C[C@H]3[C@@H]4CCC5=CC(=O)C=C[C@]5(C)[C@@]4(F)[C@@H](O)C[C@]3(C)[C@]2(C(=O)CO)O1 (some centres not stated)	-2	-1	-1	-9	1	-2.2	-1	2	0	3

As entered above:
CC(OC(=O)c1cnccn1)C(=O)Nc1nc(-c2cccc([N+](=O)[O-])c2)cs1 (configuration not stated) in Rev-erbA mod has 9
C=CCNC(=O)N1c2ccccc2Sc2ccccc21 in TCR-CD3 inh has 8

Assay outcomes: PubChem BioAssay, several laboratories
